Shn3 inh set2 = Schnurri-3 reporter inhibition in Clone20 osteoblasts; inhibition, % at 12.5 µM; 360,000 compounds, 0.52% hits; Clone20 osteoblast Shn3 3'UTR firefly luciferase, 24 h; AID 588674;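 active = mean inhibition of at least 75% with every replicate also reaching 75%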;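 also: 0% = median of neutral control wells and 100% = pilot-screen positive control compound; some compounds past the cut are filed as inactive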
NR2E3 ag-1 = activates human NR2E3 receptor | Q9Y5X4 | CHO-S Gal4-NCOR/VP16-NR2E3 two-hybrid, luciferase | inhibition of corepressor binding, % at 3.98 µM | 360,000 compounds, 0.35% hits | AID 602229;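 active = inhibition above the mean of all tested compounds plus 3 SD, cut at about 70% in these data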;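 also: 0% = DMSO with NR2E3 transfected cells and 100% = cells lacking NR2E3 construct; higher means lower luciferase signal from less NR2E3 corepressor binding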
Target sequence (Q9Y5X4 whole entry, looked up, the tested form may be a part): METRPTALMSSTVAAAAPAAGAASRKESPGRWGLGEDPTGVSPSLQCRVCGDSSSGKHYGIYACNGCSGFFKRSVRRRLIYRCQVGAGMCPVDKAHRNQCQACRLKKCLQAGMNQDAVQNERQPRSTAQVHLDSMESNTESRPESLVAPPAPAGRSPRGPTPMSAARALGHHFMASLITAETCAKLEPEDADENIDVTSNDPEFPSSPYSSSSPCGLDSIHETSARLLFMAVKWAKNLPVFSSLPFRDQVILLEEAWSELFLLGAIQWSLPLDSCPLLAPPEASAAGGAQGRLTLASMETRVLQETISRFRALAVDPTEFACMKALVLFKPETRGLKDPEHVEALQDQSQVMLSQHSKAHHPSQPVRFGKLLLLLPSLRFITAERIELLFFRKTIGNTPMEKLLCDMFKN
CF NFkB block = inhibitors of cystic fibrosis induced NF-kB. KKLEB NF-kB-GFP reporter, PAF-induced, GFP fluorescence overnight. inhibition, % at 5 µM. 360,000 compounds, 0.86% hits;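 active = at least 50% inhibition at 5 µM, scaled per plate between neutral and stimulator controls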;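 also: PAF is a Pseudomonas aeruginosa culture filtrate used as stimulus; plate controls were PAF-stimulated DMSO wells for no effect and unstimulated DMSO wells for full effect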
CaV13 FRET inh = Primary screen for inhibitors of IQ motif and Ca2+-dependent inactivation inhibitor domain binding in CACNA1D, Förster resonance energy transfer in living cells, …; HEK cells, CFP/YFP FRET ICDI-IQ, plate reader, 10 min; percent FRET-ratio fall versus neutral wells; inhibition, % at 12.3 µM; 340,000 compounds, 0.098% hits;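 active = mean replicate inhibition of at least 30% and at least 1% of replicates passing that level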;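 also: 0% = median of the neutral control wells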
TRPM1 prom inh = inhibitors of MITF-driven TRPM1 promoter in melanoma cells. inhibition, % at 12.5 µM. SK-MEL-5 TRPM1 promoter luciferase, 24 h. 330,000 compounds, 0.83% hits;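 active = mean inhibition across replicates of 60% or more, whatever share of single replicates reaches that level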; also: values of inactives mirror those of a sister screen read the other way
Vif inh = HIV Vif inhibition; HEK293T cells, Vif self-association by quenched fluorescence, imaging, 24 h; inhibition, % at 7.49 µM; 340,000 compounds, 0.35% hits; in the data active = inhibition above about 50%, passing the limit was not always enough; also: some results filed as inactive read as strong as hits
HIF-2a inh = blocks HIF-2a reporter activity. 786-0 RCC cells HIF-2a reporter, luciferase luminescence, overnight. inhibition, % at 18.8 µM. 360,000 compounds, 0.72% hits;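 active = inhibition of the luminescence signal of 40% or more relative to plate controls, in a single-dose primary screen at 18.75 µM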
PDI inh = blocks human protein disulfide isomerase activity; 350,000 compounds, 0.052% hits; AID 588391; P07237; PDI insulin aggregation turbidity, A650, 90 min; inhibition, % at 10 µM;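 active = mean inhibition across replicates of 30% or more, whatever share of single replicates reach that level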;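 also: absorbance from insulin aggregation driven by PDI reduction with DTT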
Target sequence (P07237 whole entry, looked up): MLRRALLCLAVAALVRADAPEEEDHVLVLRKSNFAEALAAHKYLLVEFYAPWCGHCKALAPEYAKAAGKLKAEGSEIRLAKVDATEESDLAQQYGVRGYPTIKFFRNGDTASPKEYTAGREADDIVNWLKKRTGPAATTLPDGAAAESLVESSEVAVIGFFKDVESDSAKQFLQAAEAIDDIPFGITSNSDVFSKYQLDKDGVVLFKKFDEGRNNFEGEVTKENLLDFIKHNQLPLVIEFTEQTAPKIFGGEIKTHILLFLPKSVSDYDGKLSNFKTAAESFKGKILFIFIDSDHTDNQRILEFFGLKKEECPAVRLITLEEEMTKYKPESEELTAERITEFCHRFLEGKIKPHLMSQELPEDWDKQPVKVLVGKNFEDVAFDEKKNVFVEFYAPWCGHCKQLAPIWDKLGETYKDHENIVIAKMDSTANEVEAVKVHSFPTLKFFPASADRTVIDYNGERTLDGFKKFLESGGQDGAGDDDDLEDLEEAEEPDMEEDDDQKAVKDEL
KKLEB cytotox = reduces viability of KKLEB cystic fibrosis airway cells. KKLEB CF airway cells viability, ATPlite luminescence, overnight; hits give low values; cells stimulated with P. aeruginosa culture filtrate. activity change (cytotoxicity), % at 5 µM. 360,000 compounds, 0.36% hits. AID 602141;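 active = corrected activity change at or below -50% at 5 µM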
NR2E3 ag-2 = agonists of human nuclear receptor NR2E3. GST-NR2E3/biotin-RetCOR TR-FRET, 1536-well. inhibition of corepressor binding, % at 4.78 µM. 320,000 compounds, 0.12% hits. AID 2300;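 active = percent inhibition above the cutoff of mean plus 3 SD of all tested compounds, set per screening campaign, cut at about 20% in these data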;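 also: 0% = DMSO wells and 100% = biotin wells as full block of FRET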
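Material: NR2E3–RetCOR corepressor complex | Quantity: 1.35 nM GST-tagged NR2E3 final | Schedule: 5 h at 4 °C | Replication: Singlicate compound wells | Reagent: RetCOR corepressor, biotinylated, 7 nM | Controls: Biotin wells as high control, 0.6% DMSO wells as low control | Signal: TR-FRET, Eu(K)-anti-GST donor, streptavidin-D2 acceptor, ex 340, em 617/671 nm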
Peg3 promoter = inhibitors of Peg3 promoter; HeLa PEG-Prom luciferase reporter, luminescence, overnight; 360,000 compounds, 1.7% hits; inhibition, % at 20 µM;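 active = inhibition of at least 50% at 20 µM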
Numbers without * were called inactive; x = no result given. The order is random. About 3.3% of those tested had a hit in this group.

molecule	Shn3 inh set2	NR2E3 ag-1	CF NFkB block	CaV13 FRET inh	TRPM1 prom inh	Vif inh	HIF-2a inh	PDI inh	KKLEB cytotox	NR2E3 ag-2	Peg3 promoter
CC1CCC(NC(=O)CN2CCN(S(=O)(=O)c3ccc(Br)s3)CC2)CC1 (configuration not stated)	-2	14	13	-6	x	25	-3	6	1	x	12
Cc1nc2ccccn2c1C(=O)CSc1ccccc1Cl	15	11	-1	-2	0	-23	-85	-11	-8	-2	-51
O=C(Nc1ccc(O)c(-c2nc3ccccc3o2)c1)C1(c2ccc([N+](=O)[O-])cc2)CCCC1	7	-29	-8	-5	-1	2	7	-13	2	-2	15
CC1CN(C(=O)COC(=O)CSc2ccc(C(N)=O)cc2[N+](=O)[O-])CC(C)O1 (configuration not stated)	-14	-22	-1	-12	4	13	11	2	2	1	4
CCCC(=O)Oc1ccc(-c2nccc(C(OC)OC)n2)cc1	-15	-12	-2	-5	-12	6	-47	-2	6	2	-43
O=C(NN1C(=O)/C(=C\c2ccc(O)c([N+](=O)[O-])c2)SC1=S)c1ccccc1Cl	x	-1	-1	-2	-7	-2	3	-3	3	0	-9
O=C(O)C1CCCCC1C(=O)NCCc1ccc(Cl)cc1 (configuration not stated)	8	-3	-4	-3	-2	16	16	2	12	2	1
C/C(=N/NC(=O)c1ccc2c(c1)OCO2)c1ccc(NC(=O)C(F)(F)F)cc1	-6	-85	-1	-5	-25	4	-124	4	2	2	-143
CCN(c1ccc(OC)cc1)S(=O)(=O)c1nnc(NC(=O)CC(C)C)s1	23	7	10	-3	1	-9	22	2	-11	1	32
CC/C(=N\NC(=O)c1ccncc1)C12CC3CC(CC(C3)C1)C2	2	-15	-7	-2	3	15	11	12	0	2	10
COc1ccccc1C(=O)NCC(=O)NCCSc1ccc(Br)cc1	-4	-8	4	-2	6	-7	-1	-3	-14	2	5
c1ccc(-c2ccc3c(c2)NC(C2Nc4cc(-c5ccccc5)ccc4O2)O3)cc1 (configuration not stated)	-54	-6	-6	-5	6	-3	-5	0	4	-4	2
COc1ccc2[nH]c3c(c2c1)CCN1C(=O)C(CC(=O)NCc2cccc(C(F)(F)F)c2)C[C@H](C(=O)N2CCOCC2)[C@@]31C (some centres not stated)	-6	-8	44	-6	2	-4	-1	-2	-6	x	-5
O=C(c1cc(-c2cccs2)on1)N1CCN(C(c2ccccc2)c2ccccc2)CC1	44	-20	7	-4	68*	x	28	1	-6	3	7
Cn1c(=O)c2sccc2n2c(CCCC(=O)Nc3ccc(F)cc3F)nnc12	7	-10	-18	-4	-5	-4	11	12	-2	-2	1
Cc1nc(C)c(C(=O)N/N=C/c2cn(C)c3ccccc23)s1	-19	11	25	-3	-9	-5	-9	2	-3	6	16
CC1(C(=O)Nc2ccc3nc[nH]c3c2)CCN1C(=O)c1ccccc1CCc1ccccc1 (configuration not stated)	-8	-7	-1	-5	x	4	9	-3	6	x	19
COC(=O)c1ccccc1NC(=O)c1cccnc1	-12	-5	-27	-20	7	7	4	-1	8	-1	-4
COc1cc(C(=O)NCc2nnc(SCC(=O)Nc3nccs3)o2)cc(OC)c1OC	16	-3	-2	-4	-3	-5	13	1	-7	1	4
COc1ccnc(Oc2ccc(Cl)cc2)c1C#N	5	-27	-21	2	-13	13	-70	-2	6	-4	-36
Cc1ccc(S(=O)(=O)Oc2ccc(/C=C3\N=C(c4cccc(C)c4)OC3=O)cc2)cc1	11	-12	6	-4	-6	-3	4	-3	11	2	16
CCCCNC(=O)COC(=O)c1cc2c(C)nn(-c3ccccc3)c2s1	-1	-10	-13	-5	5	0	10	-10	14	-4	-5
O=Cc1ccc(N2CCCC2)o1	-31	-2	-5	-3	1	-2	8	-2	14	1	6
Cc1ccc(S(=O)(=O)N(C)CC(=O)NNC(=O)CCC(=O)c2ccc(F)cc2)cc1	19	-14	-6	-5	-5	6	5	-2	10	x	11
Cc1ccc(N2C(=O)C(CC(=O)Nc3cccc(F)c3)N(C3CC3)C2=O)cc1 (configuration not stated)	17	-2	2	-7	x	8	-55	x	-5	2	-37
O=C(NC1CCSc2ccccc21)c1ccccc1Br (configuration not stated)	-2	7	-29	x	7	3	-5	-4	22	-3	-4
O=C(O)CC1S/C(=N/N=C/c2ccc([N+](=O)[O-])cc2)N(c2ccc(O)cc2)C1=O (configuration not stated)	2	-13	3	-15	9	6	6	-4	9	4	10
O=C(/C=C/c1ccc(F)cc1)Nc1ccc2[nH]c(=O)[nH]c2c1	-3	-9	-18	-13	-3	-3	-4	9	5	4	4
CNC(=O)c1snnc1-c1ccccc1	14	2	10	x	2	2	8	-5	7	1	6
COc1ccc([C@@H]2[C@@H]3C(=O)N(C(C)(C)C)C(=O)[C@@H]3[C@]3(Cc4ccccc4)C(=O)N(c4ccc(C)cc4)C(=O)N23)cc1	10	-25	0	-5	-10	7	-10	-6	6	3	-11
CC1(C)CC(=O)C2=C(C1)OC(c1ccc(O)cc1)C(C#N)=C2N (configuration not stated)	0	-30	-4	-5	-2	-18	4	4	4	-2	8
O=C(Cn1c(=O)oc2ccccc21)N(Cc1ccccc1)C1CCS(=O)(=O)C1 (configuration not stated)	1	1	4	-2	-3	3	10	-3	-3	2	21
O=c1cnnc(N/N=C/C2CC=CCC2)[nH]1 (configuration not stated)	17	-12	4	6	13	-1	10	-2	-7	0	12
Cc1ccc(S(=O)(=O)N(C)C)cc1NC(=O)COC(=O)/C=C/c1ccc2ccccc2n1	-67	20	9	-6	-54	-3	-153	-2	-6	2	-209
Cc1ccc(S(=O)(=O)N(CC(=O)NN=C2CCN(C)CC2)c2ccc(C(C)C)cc2)cc1	7	6	-12	-4	-4	12	13	-4	11	1	-1
CCNc1nc2c(c(=O)n(Cc3ccccc3)c(=O)n2C)n1Cc1ccccc1	2	-26	7	x	10	-8	17	9	-12	0	6

Record cards, from the list above. Order of screens: Shn3 inh set2 | NR2E3 ag-1 | CF NFkB block | CaV13 FRET inh | TRPM1 prom inh | Vif inh | HIF-2a inh | PDI inh | KKLEB cytotox | NR2E3 ag-2 | Peg3 promoter
Results for CCN(c1ccc(OC)cc1)S(=O)(=O)c1nnc(NC(=O)CC(C)C)s1 : 23 | 7 | 10 | -3 | 1 | -9 | 22 | 2 | -11 | 1 | 32
Results for C/C(=N/NC(=O)c1ccc2c(c1)OCO2)c1ccc(NC(=O)C(F)(F)F)cc1 : -6 | -85 | -1 | -5 | -25 | 4 | -124 | 4 | 2 | 2 | -143

The results go on.
molecule	Shn3 inh set2	NR2E3 ag-1	CF NFkB block	CaV13 FRET inh	TRPM1 prom inh	Vif inh	HIF-2a inh	PDI inh	KKLEB cytotox	NR2E3 ag-2	Peg3 promoter
COc1ccc(-c2csc(CCn3nc(C)cc3C)n2)cc1OC	5	-10	8	3	-11	2	-4	-2	-8	2	-13
COc1ccccc1N(CC(=O)Nc1ccc(S(=O)(=O)N2CCCCC2)cc1)S(C)(=O)=O	-24	7	-8	-9	-3	-1	9	2	-4	-1	9
Cc1noc(C)c1CSCC(=O)Nc1ccccc1N1CCCC1	4	-11	-4	-5	8	8	14	-3	19	x	13
Cc1c(NC(=O)Nc2ccccc2Cl)c(=O)n(-c2ccccc2)n1C	6	5	8	5	-3	-10	2	1	-3	1	7
CN(C)S(=O)(=O)c1cccc(NC(=O)CCNC(=O)Nc2ccccc2)c1	-15	15	-5	-7	3	1	2	-2	4	x	10
Cc1ccc(OCC2Cn3c(nc4c3c(=O)n(C)c(=O)n4C)O2)cc1 (configuration not stated)	12	-6	3	0	3	-3	19	18	1	4	16
Cc1ccc(NC(=O)COC(=O)c2cc(Cl)ccc2[N+](=O)[O-])cc1	-14	3	-19	-3	-5	10	-13	-4	5	0	-14
Cc1occc1-c1nnc(SCC(=O)c2c(N)n(Cc3ccccc3)c(=O)n(C)c2=O)n1C	0	-20	6	-6	16	-6	22	-1	3	1	15
CCOC(=O)N/N=C1\CCS(=O)(=O)c2ccc(Cl)cc21	-14	-20	-4	-5	-8	-2	19	6	0	1	19
C/C(=N\NS(=O)(=O)c1ccc(C)c([N+](=O)[O-])c1)c1ccc2c(c1)OCO2	5	7	-13	9	-2	2	-4	-4	0	-2	-20
O=C(CCC(=O)c1cccs1)Nc1nc2ccccc2s1	-11	-62	10	-14	-10	5	-166	11	-13	4	-107
NC(=S)N/N=C/c1cccc(O)c1O	9	-8	4	-5	16	10	3	7	-6	-2	-4
COc1cccc(N2CC(C(=O)Nc3nnc(SCCC4OCCO4)s3)CC2=O)c1 (configuration not stated)	0	-18	30	-3	-4	0	13	1	-20	1	16
CC(CCc1ccccc1)OS(N)(=O)=O (configuration not stated)	-4	-22	4	-6	-10	-5	5	6	-16	3	-3
Cc1cccc(C)c1NC(=O)CCCn1nc(C)c2c(C)n(-c3ccccc3)nc2c1=O	-10	11	-6	-8	-4	0	4	-1	1	-4	4
COc1cc2c(cc1NC(=O)CSc1nnc(COc3ccc(Cl)cc3)n1C)oc1ccccc12	33	-13	3	-7	2	x	-7	1	-20	1	35
CN(C)S(=O)(=O)c1ccc(C(=O)NC(=O)CSc2nnnn2C)cc1	5	-16	16	-5	8	-4	10	4	-16	x	15

High-throughput results: PubChem, several laboratories
